CYP2C9 act = increases human cytochrome P450 2C9 activity; P11712; recombinant CYP2C9, luciferin-H conversion, luminescence; stronger effect = higher value; factor 1 = untreated enzyme, 0 = blocked; hit rate 1.4% among 96,000; activation factor at 5 µM; AID 1024;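 active means activation factor of 2 or more for CYP2C9 at a 5 µM dose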;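 further: 0 = sulfaphenazole-blocked wells and 1 = vehicle-only wells; values of inactives mirror those of a sister screen read the other way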
CYP2C19 inhib = inhibitors of human CYP2C19. inhibition, % at 5 µM. CYP2C19 Supersomes, luciferin-H EGE luminescence, 30 min. AID 778. hit rate 21% among 96,000;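 active means CYP2C19 inhibition above a set limit at 5 µM in the primary screen, cut at about 50% in these data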;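 further: plate controls were negative control wells for no effect and 2.5 mM tranylcypromine positive control for full effect; values of inactives mirror those of a sister screen read the other way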
Target sequence (P33261 whole entry, looked up): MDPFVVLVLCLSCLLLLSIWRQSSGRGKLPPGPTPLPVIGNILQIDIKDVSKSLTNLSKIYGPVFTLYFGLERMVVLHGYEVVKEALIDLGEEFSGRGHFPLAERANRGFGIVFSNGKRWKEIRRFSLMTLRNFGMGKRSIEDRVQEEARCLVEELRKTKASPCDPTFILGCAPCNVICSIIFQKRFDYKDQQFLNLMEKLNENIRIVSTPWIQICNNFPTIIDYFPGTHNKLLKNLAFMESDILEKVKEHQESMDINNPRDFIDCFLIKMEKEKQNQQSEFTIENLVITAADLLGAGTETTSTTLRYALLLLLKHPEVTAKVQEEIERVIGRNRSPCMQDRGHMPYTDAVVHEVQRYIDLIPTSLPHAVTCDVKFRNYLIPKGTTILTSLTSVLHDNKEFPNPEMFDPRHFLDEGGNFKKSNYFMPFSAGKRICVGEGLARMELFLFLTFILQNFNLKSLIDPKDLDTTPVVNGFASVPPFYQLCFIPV
PLAP activator = activators of human placental alkaline phosphatase. P05187. purified PLAP enzyme, luminescent substrate read-out; stronger effect = higher value. activation fold at 20 µM. hit rate 1.2% among 96,000. AID 696; in the data active means activation fold above about 2
Target sequence (P05187 whole entry, looked up): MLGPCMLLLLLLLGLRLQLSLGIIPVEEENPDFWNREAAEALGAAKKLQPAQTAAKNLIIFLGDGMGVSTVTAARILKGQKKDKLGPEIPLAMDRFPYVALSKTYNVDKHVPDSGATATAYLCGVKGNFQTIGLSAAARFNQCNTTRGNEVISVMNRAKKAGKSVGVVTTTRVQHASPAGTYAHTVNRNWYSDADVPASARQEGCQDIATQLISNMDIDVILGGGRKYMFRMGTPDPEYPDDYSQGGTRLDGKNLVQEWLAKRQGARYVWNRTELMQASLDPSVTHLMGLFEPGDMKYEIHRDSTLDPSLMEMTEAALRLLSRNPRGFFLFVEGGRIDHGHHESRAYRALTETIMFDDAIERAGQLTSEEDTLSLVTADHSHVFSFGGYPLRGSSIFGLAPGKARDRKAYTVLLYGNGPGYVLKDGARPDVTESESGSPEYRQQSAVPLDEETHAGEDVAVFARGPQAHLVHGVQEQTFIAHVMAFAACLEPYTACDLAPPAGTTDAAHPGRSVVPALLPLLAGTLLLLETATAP
CYP2C19 activ = cytochrome P450 2C19 (human) activation | P33261 | recombinant CYP2C19, luciferin-H EGE luminescence; stronger effect = higher value; 0 = fully inhibited enzyme, 1 = untreated enzyme | activation factor at 5 µM | 96,000 tested, under 10 active | AID 1025;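 active means activation factor of at least 2 at 5 µM in the primary screen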;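 further: 0 = wells with 2.5 mM tranylcypromine and 1 = vehicle-only wells; values of inactives mirror those of a sister screen read the other way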
EphB4 ephrin blk = blocks human EphB4 binding to ephrin-B2 | inhibition, % at 7 µM | hit rate 0.15% among 97,000 | P54760 | EphB4 LBD / TNYL-RAW-Alexa532 peptide, fluorescence polarization;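 active means inhibition above the screen-wide mean inhibition plus 3 SD, cut at about 15% in these data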;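 further: 0% = DMSO wells and 100% = excess unlabeled TNYL-RAW peptide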
PLK1 PBD inh = inhibitors of human Plk1 polo box domain binding | inhibition, %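 (tested at about 20 µM)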 | Plk1 PBD phosphopeptide binding, fluorescence polarization | hit rate 0.13% among 97,000; in the data active means inhibition above about 34%, passing the limit was not always enough
PLK1 inh = inhibitors of human PLK1 kinase; hit rate 0.53% among 97,000; recombinant PLK1 kinase, TR-FRET peptide phosphorylation; P53350; inhibition, % at 10 µM; AID 619;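 active means inhibition of 50% or more in the single-concentration screen; inactive means inhibition below 50%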;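 further: 0% = DMSO max control and 100% = H-89 dihydrochloride min control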
CYP2C9 inh = human CYP2C9 inhibition; P11712; CYP2C9 Supersomes, luciferin-H conversion, luminescence; inhibition, % at 5 µM; hit rate 20% among 96,000; AID 777;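 active means blocking of liver enzyme CYP2C9 beyond about 50% at 5 µM, limit read from the data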; further: values of inactives mirror those of a sister screen read the other way
Rev-RRE block = HIV Rev-RRE protein-RNA interaction inhibition; P05866; Rev peptide-RRE RNA binding, FRET; inhibition, % at 8 µM; hit rate 0.79% among 97,000; AID 704;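 active means inhibition above the screen-wide mean plus 3 SD, cut at about 35% in these data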;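 further: 0% = median DMSO wells and 100% = median Neomycin B control wells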
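Probe or stimulus: fluorescein-Rev peptide as binding partner; assay system: Cy5-tagged RRE RNA duplex with fluorescein-tagged Rev peptide; timing: 5 min compound–RNA preincubation, then 15 min with peptide, 25 °C; medium: HEPES pH 7.5 buffer with KCl, MgCl2, NaCl and EDTA; signal: fluorescein-to-Cy5 FRET, 480 nm excitation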
* hit, by the source's call; x = not tested or not shown.

no.	smiles	CYP2C9 act	CYP2C19 inhib	PLAP activator	CYP2C19 activ	EphB4 ephrin blk	PLK1 PBD inh	PLK1 inh	CYP2C9 inh	Rev-RRE block
1	O=C(C1CCN(S(=O)(=O)c2ccc(Cl)cc2)CC1)N1CCOCC1	0.9	12	1.3	0.9	7	15	-18	14	8
2	CC1(C)CC(CCC(=O)Nc2ccc(S(N)(=O)=O)cc2)C(=O)O1 (stereo unspecified)	1	-14	0.9	1.1	x	x	x	-2	x
3	CCOC(=O)C(NC(=O)OC(C)C)(Nc1nccs1)C(F)(F)F (stereo unspecified)	1.1	55*	0.8	0.4	6	2	-7	-6	6
4	CCCn1c(=O)c(C(=O)Nc2ccccc2)c(O)c2ccccc21	x	x	x	x	1	6	-3	x	1
5	O=C(CSc1ncn(-c2ccccc2)n1)Nc1ccc(Br)cn1	0.4	75*	0.8	0.2	-7	-4	-3	58*	4
6	CCOc1ccc(N(CC(=O)NC2CCCC2)C(=O)CCCC(=O)Nc2ccccn2)cc1	0.9	20	1.4	0.8	4	11	0	14	-3
7	Cc1cccc(OCC(=O)Nc2ccc(C(=O)NCc3cccnc3)cc2)c1	0.6	53*	0.8	0.5	1	12	-12	43	6
8	COC(=O)c1ccc(COC(=O)c2[nH]c(C)c(C(C)=O)c2C)o1	0.6	37	1.2	0.6	1	-24	-7	44	6

Brought forward from above: six entries, followed by the next part.
no.	smiles	CYP2C9 act	CYP2C19 inhib	PLAP activator	CYP2C19 activ	EphB4 ephrin blk	PLK1 PBD inh	PLK1 inh	CYP2C9 inh	Rev-RRE block
3	CCOC(=O)C(NC(=O)OC(C)C)(Nc1nccs1)C(F)(F)F (stereo unspecified)	1.1	55*	0.8	0.4	6	2	-7	-6	6
4	CCCn1c(=O)c(C(=O)Nc2ccccc2)c(O)c2ccccc21	x	x	x	x	1	6	-3	x	1
5	O=C(CSc1ncn(-c2ccccc2)n1)Nc1ccc(Br)cn1	0.4	75*	0.8	0.2	-7	-4	-3	58*	4
6	CCOc1ccc(N(CC(=O)NC2CCCC2)C(=O)CCCC(=O)Nc2ccccn2)cc1	0.9	20	1.4	0.8	4	11	0	14	-3
7	Cc1cccc(OCC(=O)Nc2ccc(C(=O)NCc3cccnc3)cc2)c1	0.6	53*	0.8	0.5	1	12	-12	43	6
8	COC(=O)c1ccc(COC(=O)c2[nH]c(C)c(C(C)=O)c2C)o1	0.6	37	1.2	0.6	1	-24	-7	44	6
9	CCc1ccc(-c2cn(-c3nc(C)cc(C)n3)c(=N)o2)cc1	0.8	59*	1	0.4	5	2	-4	23	14
10	CCCn1c(NCc2ccc3c(c2)OCO3)nc2ccccc21	0.7	59*	0.8	0.4	x	x	x	30	x
11	O=C(O)CSc1nnc(-c2ccccc2O)n1Cc1ccccc1	0.7	15	1.2	0.8	4	-16	-16	25	5
12	CCN(CC)CCCN(Cc1cc2ccc(C)c(C)c2[nH]c1=O)C(=O)NC1CCCCC1	1	-5	1.5	1.1	2	-19	-9	-2	16
13	O=C(COC(=O)c1ccco1)Nc1cccc(Br)c1	0.6	16	0.9	0.8	7	13	1	45	9
14	Cc1cccn2c(=O)c(/C=C(\C#N)S(=O)(=O)c3ccccc3)c(N3CCC(C(N)=O)CC3)nc12	0.2	30	1.6	0.7	-1	-11	-3	82*	19
15	O=S(=O)(Nc1ccc(C(F)(F)F)cc1)c1cnc[nH]1	0	99*	0.9	0	x	x	x	100*	x
16	O=C(c1cccs1)N1CCN(C2CCCCC2)CC1	0.9	23	0.9	0.8	-6	-16	-11	8	1
17	Cc1ccc(-c2nn3c(C)nnc3c3ccccc23)cc1S(=O)(=O)N1CCN(CCO)CC1	0.8	2	1.4	1	-9	-1	17	16	2
18	CCc1ccc(C2CC(c3ccccc3C)n3nc(N)nc3N2)cc1 (stereo unspecified)	1.1	8	1.1	0.9	x	x	x	-11	x
19	Cc1nn(-c2ncc(C(F)(F)F)cc2Cl)c(=O)n1-c1cccc(Cl)c1	1.8	46	1	0.5	0	12	-10	-82	1
20	CCCOc1ccc(-c2nnc(-c3ccco3)o2)cc1	0.9	20	1.1	0.8	2	-7	-11	12	11
21	CCN(CC)CCCOc1nc(C)nc2c1oc1ccccc12	0.9	4	1.6	1	13	-9	-3	8	10
22	Cc1onc(-c2c(F)cccc2Cl)c1C(=O)Nc1nc2c(s1)CCCC2	x	x	x	x	-3	-13	-3	x	5
23	O=C(CSc1nc(Nc2ccccc2)nc(N2CCOCC2)n1)N1CCCC1	0.8	4	1	1	1	-7	-6	25	5
24	CCOC(=O)c1cc2c(=O)n3ccccc3nc2n(CC2CCCO2)c1=NC(C)=O (stereo unspecified)	0.9	8	1	0.9	2	-2	-9	7	7
25	O=C(Nc1ccc(Cl)cc1)c1csc(-c2ccccc2)n1	0.6	28	1.1	0.7	1	-16	-13	38	21
26	CCCCNC(=O)c1c(N)n(/N=C/c2ccccn2)c2nc3ccccc3nc12	0.7	15	1.2	0.8	0	-18	-5	29	6
27	C(#Cc1ccccc1)Cn1nnc2ccccc21	0.8	45	1	0.6	-5	-1	-2	17	4
28	Cc1ccccc1Nc1cc2ccccc2c(=O)[nH]1	0.9	31	0.7	0.7	x	x	x	14	x
29	Cc1cccc(Nc2nc(N3CCCC3)nc(N3CCCC3)n2)c1	0.8	5	0.9	0.9	6	-16	-3	16	14
30	O=C(Nc1ccc(Cl)cc1)NC1CCCc2ccccc21 (stereo unspecified)	0.9	32	0.7	0.7	-14	0	-10	10	15
31	Cc1nc(CC(=O)c2ccc(O)cc2O)cs1	0.8	23	1	0.8	-3	-29	-3	25	0
32	O=C(NCc1ccncc1)Nc1ccccc1	0.7	54*	1.2	0.5	1	2	2	34	10
33	COc1ccc(OC)c(NC(=O)C2CCCNC2=O)c1 (stereo unspecified)	1.1	-10	1	1.1	1	-10	-4	-13	7
34	Cc1nc2oc(C(=O)c3ccc(Br)cc3)c(N)c2c2c1COC(C)(C)C2	0.8	-9	1.3	1.1	2	5	-9	20	1
35	Cc1cccc2sc(NC(=O)CCNS(=O)(=O)c3cccc4nonc34)nc12	0.4	72*	1.1	0.3	x	x	x	58*	x
36	CCOC(=O)C1=C(N)n2c(s/c(=C\c3cccs3)c2=O)=C(C(=O)OCC)C1c1cccs1 (stereo unspecified)	0.2	29	1.1	0.7	-7	7	2	78*	4
37	C=CCn1c(SC2CCOC2=O)nc2sc(C)c(C)c2c1=O (stereo unspecified)	x	x	x	x	-6	-3	-2	x	-1
38	Cc1ccc(CCNC(=O)C2CCC(=O)N2C(C)C)cc1 (stereo unspecified)	1.2	-8	1	1.1	x	x	x	-19	x
39	COc1ccccc1CCNC(=O)c1ccoc1C	0.7	83*	0.8	0.2	-3	0	-16	33	0
40	CC(C)OC(=O)CC12CN3CN(C1)CC(CC(=O)OC(C)C)(C3)C2=O	x	x	x	x	2	2	-6	x	0
41	COC(=O)c1c(NC(C)=O)sc2c1CCCC2	1	-5	1.1	1.1	0	-20	3	4	4
42	Cc1ccc(C)c(NS(=O)(=O)c2ccc(OCC(=O)NCc3ccco3)cc2)c1	1	-5	0.9	1	2	-16	-10	2	7
43	Cc1cc(C(F)(F)F)n(-c2nc(C(=O)NNS(=O)(=O)c3ccccc3)cs2)n1	0.8	11	1	0.9	-4	27	-1	23	1
44	CCn1nc2cc(C(=O)NCC34CC5CC(CC(C5)C3)C4)ccc2c1OC	0.9	5	1.3	1	-11	28	-8	8	-4
45	CCOC(=O)c1c(NC(=O)c2ccoc2C)sc2c1CCC2	0.8	1	1	1	-2	-6	-16	19	8
46	CC(NC(=O)Cn1c(=O)oc2cc(S(=O)(=O)N3CCCC3)ccc21)c1ccccc1 (stereo unspecified)	0.1	5	0.9	0.9	-3	-12	-12	90*	3
47	N#CC1=C(N)N(c2ccccc2)C2=C(C(=O)CCC2)C1c1ccsc1 (stereo unspecified)	0.7	16	0.8	0.8	x	x	x	30	x
48	COc1cc(Cl)c(C)cc1NC(=O)CSc1nnc(-c2cccnc2)n1Cc1ccco1	0.3	60*	1.6	0.4	-7	8	5	72*	8
49	COc1cnc(-c2ccccc2)nc1Oc1cccc(C)c1C	0.9	22	0.9	0.8	10	-1	-17	10	6
50	CCCCn1c(SCC(=O)Nc2cc(C)on2)nc2c1c(=O)n(C)c(=O)n2C	0.7	17	1	0.8	-8	-22	-2	32	3
51	COc1cccc(NC(=O)c2cc(-c3cccnc3)nc3c(Cl)cccc23)c1	0.2	38	1.2	0.6	-7	13	-3	77*	5
52	CC1=C(C(=O)Nc2ccc(C)cc2C)C(c2cccs2)NC(=S)N1 (stereo unspecified)	0.8	15	0.9	0.9	1	6	-8	24	4
53	COc1ccc(C(=O)N2CCCC(c3nc(-c4cccs4)no3)C2)cc1 (stereo unspecified)	0.3	84*	1.5	0.2	1	-4	-11	74*	10
54	Cc1ccccc1CSCCNS(C)(=O)=O	0.9	24	0.8	0.8	-2	9	-4	6	5
55	COc1ccc(C(C(=O)NC(C)(C)C)N(CC2CCCO2)C(=O)CCC(=O)Nc2cc(C)on2)cc1 (stereo unspecified)	0.2	51*	1.7	0.5	8	-13	-7	84*	6
56	O=C(NC1CCCc2ccccc21)C1CCC(CNS(=O)(=O)c2cccc3nsnc23)CC1 (stereo unspecified)	1	-6	0.9	1.1	2	-34	-6	-2	5

Some values from the list:
In CYP2C19 activ, Cc1ccccc1CSCCNS(C)(=O)=O is listed with 0.8
In EphB4 ephrin blk, CC1=C(C(=O)Nc2ccc(C)cc2C)C(c2cccs2)NC(=S)N1 (stereo unspecified) is listed with 1
In CYP2C9 act, COc1ccc(C(=O)N2CCCC(c3nc(-c4cccs4)no3)C2)cc1 (stereo unspecified) is listed with 0.3

(list continues)
no.	smiles	CYP2C9 act	CYP2C19 inhib	PLAP activator	CYP2C19 activ	EphB4 ephrin blk	PLK1 PBD inh	PLK1 inh	CYP2C9 inh	Rev-RRE block
57	CCN(CC)S(=O)(=O)c1cccc(-c2nnc(SC(C)C(=O)NCCC3=CCCCC3)o2)c1 (stereo unspecified)	x	x	x	x	-5	5	-12	x	-1
58	Cc1cccc(N2CCN(C(=O)c3ccncc3)CC2)c1C	0.1	100*	1	0	-4	-26	-4	86*	1
59	Nc1nnc(CSc2ccc(Cl)cc2)s1	0.9	28	0.8	0.7	-3	-7	-9	8	7
60	CC(=O)N(Cc1cccs1)C1CCOC(C)(C)C1 (stereo unspecified)	0.9	24	1	0.8	-2	-13	-7	9	7
61	CCOC(=O)Cc1nnc(NC(=O)C(CC)Sc2nc(C)cc(=O)[nH]2)s1 (stereo unspecified)	0.9	14	0.9	0.9	x	x	x	15	x
62	O=C(C[n+]1ccc(C(=O)N/N=C/c2ccc(Br)cc2)cc1)c1ccccc1	0.7	74*	0.3	0.3	6	-25	-4	34	11
63	Cc1ccc(CCNC(=O)NC(C)(C)C)cc1	0.9	24	0.7	0.8	6	31	-13	12	-2
64	S=C(NCc1cccnc1)Nc1ccc(Cl)cc1	0.6	39	0.8	0.6	-13	1	-10	35	2
